Assay outcomes as filed in PubChem BioAssay.
GalR3 antagonist = human GalR3 antagonism; HEK293 GalR3-CNG cAMP membrane potential fluorescence; galR3 body fused to GalR1 C-terminus; inhibition, % at 3 µM; 0.44% of 360,000 active; AID 651719;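 active = inhibition above the screen-wide average plus 3 SD, cut at about 13% in these data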;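 note: forskolin and galanin both at EC90 stimulate the cells; cAMP rise reported by CNG channel membrane potential dye signal; 0% = forskolin plus galanin with DMSO and 100% = forskolin alone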
IDE cell activ = IDE (human) activation, cell-based | P14735 | HEK cells, FAbeta-B cleavage, fluorescence polarization; 0% vehicle, 100% cell-free pure enzyme wells | activation, % at 5.96 µM | 0.073% of 340,000 active | AID 493087;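 active = activation above the mean of all tested compounds plus 3 SD, set per screening campaign, cut at about 17% in these data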
CRFR2-BP ag = CRF-BP/CRF-R2 complex agonism; 0.46% of 350,000 active; HEK293 CRF-R2/CRF-BP, calcium dye fluorescence (FLIPR); percent of saturating CRF peptide response; activation, % at 13.2 µM; AID 588473;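 active = activation of at least 50%, plus an integration ratio under a set limit after plate pattern correction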;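 note: plate controls were neutral control wells without compound for no effect and CRF at EC100 for full effect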
IDE cell inh = inhibitors of human insulin-degrading enzyme in cells. 0.41% of 320,000 active. inhibition, % at 5.59 µM. P14735. HEK cells, FAbetaB cleavage, fluorescence polarization;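 active = percent inhibition above the average of all tested compounds plus 3 SD, set per screening campaign, cut at about 16% in these data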;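 note: IDE supplied by intact live HEK cells; FP after avidin binding of uncleaved biotin substrate so inhibition keeps polarization high; 0% = DMSO wells and 100% = 60 µM reference IDE inhibitor Ii1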
PHOSPHO1 inh = PHOSPHO1 (human) inhibition; recombinant PHOSPHO1, absorbance phosphatase assay; 1.1% of 290,000 active; Q8TCT1; inhibition, % at 13.3 µM; AID 1565; in the data active = inhibition above about 60%
CRFR2-BP antag = antagonists of CRF-binding protein/CRF-R2 receptor complex. HEK293 CRF-R2/CRF-BP, CRF-induced calcium fluorescence. inhibition, % at 11.8 µM. 0.59% of 350,000 active;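 active = inhibition of the ligand-induced calcium signal above about 50% at the single tested concentration, limit read from the data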
CHRM4 PAM = CHRM4 positive allosteric modulation; activation, % at 3 µM; AID 624126; 0.4% of 360,000 active; CHO-K1 hM4/Gqi5, Fluo-8 calcium fluorescence, ACh EC20; 0% = ACh EC20, 100% = maximal ACh; P08173;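 active = activation above its plate's cutoff, the mean activation of sample wells plus 3 SD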; note: some results filed as inactive read as strong as hits
Target sequence (P08173 whole entry, looked up): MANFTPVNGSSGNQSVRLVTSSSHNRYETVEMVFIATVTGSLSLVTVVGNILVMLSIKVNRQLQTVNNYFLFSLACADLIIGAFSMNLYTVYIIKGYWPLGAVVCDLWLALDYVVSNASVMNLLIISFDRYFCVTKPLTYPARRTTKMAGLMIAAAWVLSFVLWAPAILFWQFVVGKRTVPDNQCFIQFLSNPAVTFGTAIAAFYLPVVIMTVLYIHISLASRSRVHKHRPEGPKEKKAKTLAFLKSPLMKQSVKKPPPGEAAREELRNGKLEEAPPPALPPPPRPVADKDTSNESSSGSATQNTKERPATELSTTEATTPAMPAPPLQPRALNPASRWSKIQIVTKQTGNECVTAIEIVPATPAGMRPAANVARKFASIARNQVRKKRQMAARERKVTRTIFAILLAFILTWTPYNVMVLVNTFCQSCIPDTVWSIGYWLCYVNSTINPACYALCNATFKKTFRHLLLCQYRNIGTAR
p-CIP stab down = lowers stability of the mouse p/CIP coactivator protein; decrease of EGFP signal, % at 10 µM; F442A p/CIP-EGFP cells, EGFP fluorescence, 16 h; AID 1984; 0.01% of 290,000 active;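 active = EGFP signal decrease of at least 30% at 10 µM or well 3 SD below plate mean, unless failing retest; inactive = the rest, including hits failing retest or dose response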; note: some compounds called inactive have numbers as strong as hits; many of its hits are not listed in these tables
MEKK3 PB1 HTS = modulators (inhibitors or enhancers) of MEK5 binding to human MEKK3 PB1 domain. AID 1529. bead-based flow cytometry, Alexa488-MEK5 binding to MEKK3; actives lie on both sides; 0 = blocked by unlabeled MEK5, 100 = vehicle. 1.4% of 290,000 active. Q99759. binding response (% of control), % at 10 µM;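 active = binding response more than 3 SD above or below the average of its plate-row segment, actives on both sides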;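 note: Alexa488 bead fluorescence after subtracting the streptavidin-only scavenger bead signal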
Target sequence (Q99759 whole entry, looked up, the tested form may be a part): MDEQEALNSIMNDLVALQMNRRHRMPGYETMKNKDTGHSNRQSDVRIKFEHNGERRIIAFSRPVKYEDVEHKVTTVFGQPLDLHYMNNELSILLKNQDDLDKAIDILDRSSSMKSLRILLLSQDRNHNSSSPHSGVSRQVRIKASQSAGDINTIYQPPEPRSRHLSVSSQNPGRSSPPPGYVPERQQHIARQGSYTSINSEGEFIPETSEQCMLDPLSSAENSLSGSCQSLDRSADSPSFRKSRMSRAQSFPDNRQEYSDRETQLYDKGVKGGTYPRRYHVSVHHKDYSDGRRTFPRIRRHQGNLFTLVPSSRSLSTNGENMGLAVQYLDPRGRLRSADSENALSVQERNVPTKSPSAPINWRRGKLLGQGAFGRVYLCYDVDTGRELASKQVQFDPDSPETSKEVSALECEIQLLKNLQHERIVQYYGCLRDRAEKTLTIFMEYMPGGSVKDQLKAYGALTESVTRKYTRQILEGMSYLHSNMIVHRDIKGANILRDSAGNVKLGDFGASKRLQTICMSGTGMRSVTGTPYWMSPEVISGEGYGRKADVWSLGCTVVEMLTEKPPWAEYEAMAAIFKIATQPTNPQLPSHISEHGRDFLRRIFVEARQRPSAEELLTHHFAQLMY
* = called active by the depositor; / = not tested or not shown. An unsorted share of the library; any-hit rate near 4.2%.

Every second line gives: GalR3 antagonist, IDE cell activ, CRFR2-BP ag, IDE cell inh, PHOSPHO1 inh, CRFR2-BP antag, CHRM4 PAM, p-CIP stab down, MEKK3 PB1 HTS
CSc1ccc(C#N)cc1NC(=O)c1ccccc1
 : -4.6, -4.0, -2.8, 2.5, 47.7, 17.8, -4.4, -9.2, 103.0
CC1CCCC(C)N1C(=O)Cn1c(SCC(=O)Nc2ccc3c(c2)OCO3)nc2ccccc21 (stereo unspecified)
 : 0.7, -0.8, -3.0, -0.8, 11.4, 24.5, 11.7, -13.7, 82.0
Cc1ccc(S(=O)(=O)N2CC(O)C[C@H]2C(=O)OCC(=O)Nc2ccc(N3CCCCC3)cc2)cc1C (stereo partly specified)
 : -3.8, 0.2, 0.8, 5.6, /, -20.5, 1.9, /, /
O=C(CCc1ccccc1)NNC(=O)Nc1ccccc1
 : -7.1, -1.4, 1.0, -1.1, 58.7, -2.8, -1.1, -13.3, 102.0
O=C(c1cccnc1Nc1ccc2c(c1)CCC2)N1CCOCC1
 : -3.0, 3.6, 3.2, 0.1, 5.7, 7.5, -0.3, 2.1, 101.0
CCCCNc1nnc(Cc2ccc(Cl)cc2)c(=O)[nH]1
 : -10.7, -0.8, -1.4, /, 22.2, -10.1, 1.8, -9.3, 104.0
Clc1ccccc1CSc1nc2ccncc2[nH]1
 : /, -4.7, 0.7, -3.5, 34.5, 29.2, -6.3, -13.4, /
CCC(=O)Nc1nc(-c2ccccc2)nc(SC)c1C(C)=O
 : -5.7, 9.0, -1.0, -0.8, 8.4, 29.0, 2.6, 6.1, 103.0
CCCc1cc(N2CCCC2)n2nc(C)c(-c3ccccc3)c2n1
 : -3.8, 0.1, -1.0, 4.9, -3.4, -25.6, -5.5, -5.5, 100.0
Cc1ccc(S(=O)(=O)N(C(=O)c2ccncc2)c2ccc(OC(=O)c3ccncc3)cc2)cc1
 : -4.8, 3.2, 1.4, -0.3, -13.8, 7.1, 1.4, -4.4, 95.0
CCN(CC)C(=O)N1CCc2ccccc2C1CN1C(=O)c2ccccc2C1=O (stereo unspecified)
 : -1.3, 3.2, -2.0, 3.6, /, -3.9, -10.7, /, 105.0
CC(=O)c1nc2ccccc2n1S(=O)(=O)c1ccc(C)cc1
 : -5.9, 4.9, 1.6, -5.0, 34.6, 20.8, -1.5, 1.7, 103.0
CCCn1nnc(NC(=O)c2ccco2)n1
 : -7.6, -0.2, 6.7, 2.1, 10.0, -12.4, 8.2, 0.6, 109.0
C=CCc1cccc(/C=N/n2c(C)nnc2C)c1O
 : -4.7, -0.3, 0.7, 2.3, 37.3, -9.8, -2.1, -7.5, 108.0
OC1(c2cccs2)CN(c2ccccc2)C2=[N+]1CCCC2 (stereo unspecified)
 : 1.1, 6.6, 0.4, 1.2, -11.2, -1.8, -6.0, -7.9, 107.0

Whole records, quoted from the list. Order of screens: GalR3 antagonist | IDE cell activ | CRFR2-BP ag | IDE cell inh | PHOSPHO1 inh | CRFR2-BP antag | CHRM4 PAM | p-CIP stab down | MEKK3 PB1 HTS
Entry for C=CCc1cccc(/C=N/n2c(C)nnc2C)c1O = -4.7 | -0.3 | 0.7 | 2.3 | 37.3 | -9.8 | -2.1 | -7.5 | 108.0
Entry for Clc1ccccc1CSc1nc2ccncc2[nH]1 = / | -4.7 | 0.7 | -3.5 | 34.5 | 29.2 | -6.3 | -13.4 | /
Entry for CSc1ccc(C#N)cc1NC(=O)c1ccccc1 = -4.6 | -4.0 | -2.8 | 2.5 | 47.7 | 17.8 | -4.4 | -9.2 | 103.0

(next part)
Every second line gives: GalR3 antagonist, IDE cell activ, CRFR2-BP ag, IDE cell inh, PHOSPHO1 inh, CRFR2-BP antag, CHRM4 PAM, p-CIP stab down, MEKK3 PB1 HTS
Cc1ccc2nc(N(CCN(C)C)C(=O)c3ccc4c(c3)OCCO4)sc2c1
 : -5.2, -1.4, 1.7, 1.2, 17.4, 5.1, 3.8, -7.7, 99.0
Cc1cc(C)cc(NC(=S)NCC2CCN(C(C)c3ccccc3)C2)c1 (stereo unspecified)
 : -7.5, 1.3, -0.6, 3.3, 2.4, -2.2, -27.2, 10.2, 103.0
O=C(CSc1nc2ccccc2c(=O)n1CCC(=O)N1CCCCC1)NCc1ccccc1
 : -3.9, 5.6, 0.8, 0.4, -6.8, 3.1, -11.9, 2.0, 103.0
CN(c1ccccc1)S(=O)(=O)c1cc(C(=O)OCC(=O)N2CCN(C(=O)c3ccco3)CC2)ccc1Cl
 : -5.6, 2.1, 0.0, 0.7, 31.7, 8.5, -3.8, -7.4, 106.0
CCOCC(=O)Nc1ccc([N+](=O)[O-])cc1Cl
 : -4.0, /, 0.4, -1.0, -0.6, -32.3, -1.6, 7.2, 98.0
O=C(Cc1ccccc1)NC(Nc1cccc2ccccc12)C(Cl)(Cl)Cl (stereo unspecified)
 : -5.2, 4.7, -0.4, -7.1, 32.9, 15.6, -12.3, 1.5, 112.0
CCCNC(=O)Cn1nc(C)n2c(cc3cc(F)ccc32)c1=O
 : -10.0, 3.8, -1.5, /, 30.8, 6.0, 0.3, -0.9, 104.0
Cc1c(Cl)cccc1N=C1SCCN1C(=O)CN1C(=O)NC2(CCCC2)C1=O
 : 0.1, 0.9, 5.9, -0.9, /, -12.0, -4.0, /, /
CCCn1c(=O)c(C(=O)NNC(=O)c2ccc(Cl)cc2Cl)c(O)c2ccccc21
 : 0.2, 4.7, 69.5*, -1.1, 23.5, -36.3, 0.7, -0.1, 100.0
COc1ccc2nc(NC(=O)C3CCCN(S(=O)(=O)c4c(C)noc4C)C3)sc2c1 (stereo unspecified)
 : 4.4, 4.0, -1.3, 1.8, 6.1, -3.6, 8.4, -9.3, 99.0
O=c1[nH]c(=O)c2nnc(N/N=C\c3ccc(O)cc3)nc2[nH]1
 : -5.3, -5.4, -0.3, 9.5, -14.8, 7.3, 1.4, 5.4, 102.0
CCCNC(=O)COc1coc(CN2CCN(c3ccccc3)CC2)cc1=O
 : -7.4, 8.1, 0.5, 3.9, 40.8, -6.4, 9.1, -8.0, 100.0
O=C(Nc1ccccc1C(=O)N/N=C/c1ccco1)c1ccc(F)cc1
 : 3.1, -0.9, -3.2, 8.0, -8.2, 4.8, 36.0*, -7.3, 95.0
Cc1cc(=O)oc2c(C)c(OCC(=O)NC3CC(C)(C)NC(C)(C)C3)ccc12
 : -8.0, -1.1, -0.4, 4.2, 58.3, 8.1, 5.0, -4.9, 102.0
CC(C)c1cc(N2CCN(C(=O)c3ccco3)CC2)n2c(nc3ccccc32)c1C#N
 : 3.9, 3.7, -4.0, -0.2, -3.3, -0.4, 1.9, -3.7, 98.0
COC(=O)C1=C(O)/C(=C\c2ccc(OCC(=O)Nc3ccc(OC)cc3)cc2)N=C1C
 : -1.1, 0.3, 0.3, 7.3, 17.4, 1.9, 6.4, -7.1, 97.0
COc1ccc(CC(=O)NCC(=O)NCc2cc(=O)n(C)c(=O)n2C)cc1
 : -8.0, 3.1, 1.9, 3.9, 12.7, 7.2, 2.2, -3.8, 96.0
COc1cc2c(cc1NC(=O)COC(=O)c1ccc(C(C)(C)C)cc1)oc1ccccc12
 : -1.1, -2.3, -0.4, 1.1, -6.2, -7.9, 6.8, -5.6, 100.0
CCn1cc(-c2cc(C(F)(F)F)n3nc(C(=O)O)cc3n2)c(C)n1
 : -3.4, 7.0, 1.2, 0.8, 6.0, 0.8, 1.6, 2.1, 103.0
C=CCN(C(C)=O)C1CC(=O)N(c2ccc(OCCC)cc2)C1=O (stereo unspecified)
 : -1.8, -0.3, -1.1, 5.1, 12.8, -0.1, 5.3, -2.3, 103.0
OCCN(Cc1ccccc1)Cc1ccccc1Cl
 : -6.4, 3.1, -0.8, -0.6, -20.9, -10.4, -0.8, -3.9, 102.0
CCNc1nc(Cl)nc(NCc2ccccc2)n1
 : -1.3, 3.3, 5.4, 12.0, 40.3, -12.5, 0.2, -12.8, 106.0
OC(c1nnc(-c2ccccc2)o1)c1cccs1 (stereo unspecified)
 : -3.6, 3.9, -0.2, 2.8, 11.4, -4.0, -0.1, 10.4, 107.0
Cc1ccc(-n2nc3c(c2NC(=O)c2ccco2)CS(=O)(=O)C3)cc1C
 : -6.9, -0.8, 1.7, -4.0, 18.5, -9.5, 2.2, -13.3, 102.0
Cc1nn(Cc2ccccc2)c(C)c1NC(=O)c1cc(-c2cccs2)on1
 : -6.0, 1.5, 1.2, 2.9, 8.7, 11.4, -9.4, -1.9, 100.0
COc1cc(NC(=O)c2ccccc2F)c(OC)cc1NC(=O)CN1CCCCC1
 : -5.0, 3.9, 0.1, -0.3, 23.9, -9.4, 8.7, 1.8, 103.0
COc1ccc(-c2csc(Nc3ccc(S(=O)(=O)Nc4cc(C)on4)cc3)n2)cc1C
 : -11.2, -8.2, -1.0, 1.1, 43.9, 19.1, -4.7, -4.8, 79.0
COc1ccc(C)cc1NC(=O)C1CCCN(S(=O)(=O)c2cccc3cccnc23)C1 (stereo unspecified)
 : /, 1.7, -0.5, 3.0, 22.8, -8.3, -10.3, -11.8, 96.0
O=C(CCCn1cnc([N+](=O)[O-])n1)Nc1cccc(Cl)c1Cl
 : 2.1, 4.1, 0.7, 0.7, 1.4, -19.4, 14.1, -9.7, 98.0
C/C(=N\NC(=O)Cc1c(C)[nH][nH]c1=O)c1ccc2ccccc2c1
 : -3.4, /, /, -0.5, 11.3, /, /, 5.6, 119.0
COc1ccc(C)cc1NC(=O)c1ccc(N(C)S(C)(=O)=O)cc1
 : -2.1, 8.1, 1.0, -0.3, 20.7, 17.0, 2.7, 6.4, 113.0
CC(C)C(=O)NC(=S)Nc1ccccn1
 : -3.4, 9.8, -1.0, 1.0, 13.5, -2.7, 6.0, -5.9, 103.0
CCOc1cc(/C=N/n2cnnc2)ccc1O
 : -9.4, 5.4, -0.9, 4.0, 10.4, 10.6, 6.4, 4.4, 111.0
c1cncc(CNc2ncnc3ccc(-c4ccoc4)cc23)c1
 : -2.5, -2.0, 1.4, -2.6, /, 0.3, 14.1, /, /
CCc1nnc(NS(=O)(=O)c2ccc(NC(=O)c3cc(Cl)ccc3[N+](=O)[O-])cc2)s1
 : -3.0, 3.0, -1.5, /, 29.1, 12.2, -1.1, -7.8, 95.0
O=C(Nc1ccccc1N1CCOCC1)c1ccc2c(c1)OCCO2
 : 2.3, -5.2, 0.0, 2.5, 37.6, 25.8, -1.6, 4.8, 104.0
CCOC(=O)/C(C#N)=C/N=c1ccc(C)cn1C
 : 2.3, 0.5, -0.3, 1.6, 48.3, -3.5, 5.4, -1.7, 97.0
O=C(Nc1nc2ccc([N+](=O)[O-])cc2s1)C1CCCO1 (stereo unspecified)
 : -4.7, -1.5, 1.9, -0.1, -9.0, 1.9, -0.2, 8.1, 95.0
CN(CC(=O)N1CCN(c2ccccc2F)CC1)S(=O)(=O)c1cnc[nH]1
 : -4.6, 5.8, -0.5, -3.4, 2.1, 15.4, 0.0, 3.9, 109.0
Cc1ccc(S(=O)(=O)N2CCOCC2)cc1NC(=O)CSc1nnc(C2CC2)n1C1CC1
 : 2.1, 4.0, 0.2, 4.2, /, 2.7, 0.5, /, /
O=C(COC(=O)COc1ccc(Br)cc1)NNC(=O)c1ccccc1
 : -4.0, 2.8, -5.4, 8.1, /, 25.9, -3.4, /, /
O=C(CSc1nc2ccccc2c(=O)[nH]1)Nc1nc(-c2ccc(Br)cc2)cs1
 : -4.0, 1.4, 0.9, -1.7, -38.8, 3.5, 9.6, -18.9, 99.0
